Compound activity deposited in PubChem BioAssay by several laboratories.
HSF1 inhib = HSF1 inhibition. activity change, negative = inhibition, % at 7.5 µM (by protocol). NIH3T3-HGL HSE-luciferase, MG132-induced, luminescence 8 h; active compounds read low. 0.77% of 300,000 active. AID 2098;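 active means more than half of replicate wells show activity change below -50%, luminescence cut by over half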;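 further: luciferase reports HSF-1 transcriptional activity via heat shock element; 0% = median of DMSO wells and -100% = zero luminescence signal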
HSF-1 act = increases HSF-1 driven luciferase reporter signal; NIH3T3-HGL HSF-1 luciferase reporter, MG132, 8 h; 100% = twice DMSO control signal; activation, % at 9 µM; 1.7% of 300,000 active; AID 504408;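 active means mean replicate activation of at least 50% with a set share of replicates each reaching 50%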;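 further: 0% = median of the neutral control wells and 100% = twice that signal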
GSK3beta inhib = inhibitors of human GSK3beta kinase; GST-GSK3beta kinase, ADP-Glo luminescence, 60 min; active compounds read low; activity score (negative = inhibition), % at 10 µM; 0.038% of 300,000 active; AID 2097;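 active means more than half of replicate wells score below -50%, meaning over 50% inhibition versus plate controls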;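 further: 0% = median DMSO wells and -100% = median GW8510 positive control wells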
Target sequence (P49841 whole entry, looked up): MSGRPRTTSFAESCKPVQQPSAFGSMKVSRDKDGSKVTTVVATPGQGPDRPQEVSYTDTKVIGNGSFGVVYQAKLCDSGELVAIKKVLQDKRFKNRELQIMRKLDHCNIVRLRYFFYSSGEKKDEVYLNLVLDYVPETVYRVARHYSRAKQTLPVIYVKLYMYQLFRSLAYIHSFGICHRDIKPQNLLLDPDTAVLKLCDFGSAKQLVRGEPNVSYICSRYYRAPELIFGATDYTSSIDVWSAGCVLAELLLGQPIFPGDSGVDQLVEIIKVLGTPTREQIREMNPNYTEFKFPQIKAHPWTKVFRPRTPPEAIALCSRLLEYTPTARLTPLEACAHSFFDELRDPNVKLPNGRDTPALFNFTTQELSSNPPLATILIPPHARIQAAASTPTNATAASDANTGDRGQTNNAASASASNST
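Test system: GST-tagged human GSK3beta kinase, cell-free; evaluation: activity score scaled between in-plate DMSO and GW8510 controls; measured by: ADP-Glo luminescence; incubation: 60 min reaction, RT; benchmarks: DMSO and 20 µM GW8510; reagent: peptide substrate plus 25 µM ATP (final); medium: Tris/MgCl2 kinase buffer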
HSP90 inh = HSP90 refolding inhibition in rabbit reticulocyte lysate | luciferase refolding luminescence, 3 h | inhibition, % at 5.6 µM | 0.91% of 290,000 active;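 active means inhibition above the screen-wide mean plus 3 SD, computed separately per campaign, cut at about 16% in these data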;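 further: 0% = DMSO wells and 100% = 60 µM geldanamycin wells; inhibitors lower the luminescence because luciferase stays unfolded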
HDAC3 inh = human HDAC3 inhibition; AID 2718; recombinant HDAC3, fluorogenic peptide/trypsin coupled, fluorescence; O15379; 0.15% of 320,000 active; inhibition, % at 8.3 µM; in the data active means inhibition above about 26%, passing the limit was not always enough
AI-2 QS mod = modulators of Vibrio harveyi AI-2 quorum sensing system | Vibrio harveyi JMH597 AI-2 luminescence/OD600 ratio, 9 h; active compounds read low; strain lacks LuxN and CqsS sensors; 0 = neutral-control median | activity change, % at 7.5 µM | 0.4% of 300,000 active | AID 2094; in the data active means activity change below about -75%, passing the limit was not always enough;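 further: luminescence divided by OD600 gain over 9 h not by final OD600 alone; inactives centre near 13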
Dyrk1A ADPGlo = blocks rat Dyrk1A kinase activity. Q63470. ADP-Glo luminescence, NFATc1 peptide. inhibition, % at 12.5 µM. 0.43% of 310,000 active. AID 504441; in the data active means inhibition above about 50%;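 further: plate controls were vehicle with enzyme for no effect and no enzyme for full effect; many of its hits are not listed in these tables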
GSK3A inh = inhibitors of human GSK-3 alpha kinase; P49840; inhibition, % at 10 µM; 0.1% of 320,000 active; ADP-Glo luminescence, 60 min;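 in the data active means inhibition above about 50%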;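 further: GST-tagged GSK-3 alpha with peptide substrate and 25 µM ATP; 0% = DMSO neutral wells and 100% = GW8510 positive control wells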
Target sequence (P49840 whole entry, looked up): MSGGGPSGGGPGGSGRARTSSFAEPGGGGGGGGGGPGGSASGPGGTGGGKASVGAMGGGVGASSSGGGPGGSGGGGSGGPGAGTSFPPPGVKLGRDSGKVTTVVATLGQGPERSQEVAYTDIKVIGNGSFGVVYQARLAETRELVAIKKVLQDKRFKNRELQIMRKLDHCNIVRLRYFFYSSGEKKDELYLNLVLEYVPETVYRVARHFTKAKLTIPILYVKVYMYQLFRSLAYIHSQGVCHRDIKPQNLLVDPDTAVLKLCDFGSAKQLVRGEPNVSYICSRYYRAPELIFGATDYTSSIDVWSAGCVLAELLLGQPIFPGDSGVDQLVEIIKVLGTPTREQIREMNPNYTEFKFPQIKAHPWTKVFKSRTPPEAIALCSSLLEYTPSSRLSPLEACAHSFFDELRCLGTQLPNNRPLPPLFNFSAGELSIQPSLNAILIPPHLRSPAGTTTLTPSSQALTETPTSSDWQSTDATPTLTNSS
PolyA inhibitor = inhibitors of polyadenylation in S. cerevisiae; S. cerevisiae SKY197-pL101 polyadenylation reporter, beta-gal luminescence; efflux-impaired pdr1/pdr3 knockout yeast; score 100 = 6 SD above DMSO; calls only at 12 µM; 0.02% of 300,000 active; AID 1875;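 active means lowest replicate activity score at least 50, where 100 means six control SD above control mean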;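 further: yeast exposed to compound for 9 h at 30 °C; higher score means more reporter readthrough which indicates perturbed polyadenylation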
Platelet DG rel = modulates dense granule release in human platelets; inhibition, %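 (compounds screened at 7.5 µM in platelet-rich plasma)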; human platelet-rich plasma, SFLLRN dense granule ATP release, luminescence; AID 1663; 0.22% of 300,000 active;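 active means mean replicate score, as percent of positive control, at or above 50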
Starred values were filed as active, the others as inactive; i = inactive; . = not tested or not shown; & = joins results of further samples. An excerpt; rates above refer to the full screens.

SMILES	HSF1 inhib	HSF-1 act	GSK3beta inhib	HSP90 inh	HDAC3 inh	AI-2 QS mod	Dyrk1A ADPGlo	GSK3A inh	PolyA inhibitor	Platelet DG rel
COc1ccc(CCn2c(=S)[nH]c3cc(C(=O)N4CCOCC4)ccc3c2=O)cc1OC	-10	-8	0	-2	10	7	7	-6	i	-2
CC(C)(C)NC(=O)CN(Cc1cccs1)C(=O)C1COc2ccccc2O1 (centres undefined)	13	12	-1	-1	-2	5	3	0	i	-4
CCOc1ccccc1C(=O)Nc1cc(C(=O)NCCc2ccccc2)ccc1Cl	3	23	2	0	3	25	3	-1	i	-6
CNC(=O)c1cc(S(=O)(=O)N2CC(C)OC(C)C2)ccc1N1CCOCC1 (centres undefined)	-6	-9	-3	-4	.	16	6	.	i	-4
Cc1ccc(NC(=O)C[n+]2ccccc2)cc1C	-6	8	-19	-1	4	17	-2	-1	i	-2
COC(=O)/C(C#N)=C/N(C)C	-3	0	1	-5	-1	-8	.	0	i	2
O/N=C(\CN1CCCCC1)c1ccccc1	-5	-6	-1	2	-7	0	-2	-1	i	0
COc1cc2ccccc2cc1C(=O)Nc1ccc(CN2CCOCC2)cc1	4	10	-3	2	-3	17	5	1	i	3
CC(=O)N(C)c1ccc(NC(=O)c2ccc([N+](=O)[O-])cc2Cl)cc1	-8	3	4	-4	7	38	-2	2	.	3
Cc1ccc(S(=O)(=O)N2CCN(C(=O)COC(=O)COc3cccc4c3OC(C)(C)C4)CC2)cc1	-2	-6	0	.	-1	6	-4	-2	i	-15
O=C(Nc1cccn2ncnc12)C(Cl)Cl	-4	-4	-1	-1	-5	14	-1	8	i	-3
COCOc1cc(O)c2c(=O)c(OCOC)c(-c3ccc(OCOC)c(OCOC)c3)oc2c1	5	7	-1	.	2	-2	-1	1	i	-5
Cc1cc(/C=C2/C(=N)N3C(c4ccccc4)=CSC3=NC2=O)c(C)n1-c1ccccc1	-11	-16	0	1	-3	34	-1	-1	i	-2
N#Cc1cccc(NC(=O)CSc2sc3c(O)cc(=O)[nH]c3c2C#N)c1	-1	-8	-3	4	7	14	5	1	i	5
CC(C(=O)NC(=O)NCc1ccccc1)N1C(=O)c2ccccc2C1=O (centres undefined)	.	.	.	0	5	.	-2	-3	.	.
CCOc1ccccc1C(=O)NCCCN1CCN(CCCNC(=O)c2ccccc2OCC)CC1	-1	-4	0	6	3	14	-6	-3	i	1
CC(C)(C)c1ccccc1OCC(=O)Nc1ccccc1C(=O)NCc1cccnc1	3	24	.	7	-1	.	12	-2	i	-7
c1ccc2[nH]c(CCCc3nc4ccccc4[nH]3)nc2c1	4	25	1	1	0	12	1	-2	i	2
Cc1ccc(-c2[nH]nc3c2C(C)C(C#N)=C(N)O3)cc1 (centres undefined)	0	28	2	1	-1	-6	2	6	i	-6
C/C(=N\Nc1ccc([N+](=O)[O-])cc1)c1ccc(C#N)cc1	-3	-3	-1	-1	.	25	0	1	i	8
Cc1ccc(/C=C(\C#N)C(=O)Nc2cccc(C)n2)cc1	14	1	-1	2	4	3	3	-3	i	2
O=C(OCn1nnc2ccccc2c1=O)c1ccc(O)cc1	5	9	0	2	-4	8	3	.	.	16
Cc1ccc(S(=O)(=O)NCC2CCC(C(=O)NCc3ccccn3)CC2)cc1 (centres undefined)	6	13	-3	3	2	13	-3	0	i	0
COC(=O)c1ccc(CSc2nnnn2C)o1	3	17	-3	3	0	19	-4	-1	i	-1
NS(=O)(=O)c1ccc(CCNc2nc(CN3CCCCC3)nc3sc4c(c23)CCC4)cc1	-4	-2	1	-8	0	3	-3	1	i	-5
Cn1c(/C(C#N)=C(\O)CN2CCN(Cc3ccccc3)CC2)nc2ccccc21	3	2	-1	1	-4	24	3	-2	i	2
CCOc1ccc(-c2nc(CSCC(=O)N3CCN(C(=O)c4ccco4)CC3)c(C)o2)cc1	-4	1	-3	37*	2	23	-10	1	i	4
CCN(CC)CCCN(Cc1cc2cc3c(cc2[nH]c1=O)OCO3)C(=S)NCc1ccco1	-7	0	-1	-4	-4	7	-4	4	i	-2
O=C(Nc1cccc2cccnc12)c1ccccc1Cl	50	91*	3	.	10	12	.	1	i	-9
COc1ccc(C(=O)c2cn[nH]c2-c2cc(C)ccc2O)cc1	-1	18	2	-3	-5	25	-1	0	i	4

Laid out differently: 2 of the compounds above
structure | HSF1 inhib | HSF-1 act | GSK3beta inhib | HSP90 inh | HDAC3 inh | AI-2 QS mod | Dyrk1A ADPGlo | GSK3A inh | PolyA inhibitor | Platelet DG rel
O=C(Nc1cccc2cccnc12)c1ccccc1Cl | 50 | 91* | 3 | . | 10 | 12 | . | 1 | i | -9
COc1ccc(C(=O)c2cn[nH]c2-c2cc(C)ccc2O)cc1 | -1 | 18 | 2 | -3 | -5 | 25 | -1 | 0 | i | 4

Carrying on:
SMILES	HSF1 inhib	HSF-1 act	GSK3beta inhib	HSP90 inh	HDAC3 inh	AI-2 QS mod	Dyrk1A ADPGlo	GSK3A inh	PolyA inhibitor	Platelet DG rel
CC1(C)CC(=O)C(CC(=O)Nc2ccc(S(N)(=O)=O)cc2)=C(O)C1	-1	-17	-5	4	-3	12	-7	0	i	-2
Cc1csc2nc(CN3CCN(CC(=O)N(C)C)CC3)cc(=O)n12	1	22	.	1	0	.	-3	-3	i	-2
CC1(C)C/C(=N\NC(=S)Nc2ccccc2F)c2cc(O)ccc2O1	-16	-25	0	0	2	6	-1	3	i	1
CCCCn1c(N)c(NCc2ccccc2)c(=O)[nH]c1=O	-1	6	0	3	-8	-7	6	-1	i	4
COc1ccccc1CNC(=O)C1CCC1	2	-15	-3	9	-4	17	2	1	i	-29
Cc1ccc(NC(=O)NCC2CCN(Cc3cc(C)ccc3Cl)CC2)c(C)c1	-10	-1	1	4	3	13	-1	0	i	15
CN(C)C(CNC(=O)CCOc1ccccc1)c1ccco1 (centres undefined)	1	5	-6	-1	0	7	0	-5	i	2
CNC(=O)COC(=O)c1cccnc1SC	0	10	0	5	6	11	-2	0	i	-1
COc1cccc(-c2cc(C(=O)NCCCN3CCOCC3)no2)c1	-17	-24	3	-1	7	12	-2	-1	i	1
O=C(NCc1ccccc1Cl)C1CCN(c2ncnc3c2nc2n3CCCCC2)CC1	-7	-5	-1	-5	4	14	9	-1	i	1
Cc1cc(C=O)c(C)n1-c1cc(C(F)(F)F)ccc1N1CCOCC1	-4	-3	.	7	6	.	-1	1	i	1
CN(C(=O)c1ccc(F)cc1)c1ccccc1C(=O)NCc1ccccc1	-6	-10	5	1	-3	-6	.	-2	i	25
Cc1cccc([C@@H]2[C@@H]3C(=O)N(Cc4ccccc4)C(=O)[C@@H]3[C@]3(Cc4ccc(Cl)cc4)C(=O)N(c4ccc(Br)cc4)C(=O)N23)c1	2	-9	0	27*	15	23	-7	-1	i	-2
CCCNC(=O)COC(=O)/C(C#N)=C/c1cc(C)n(CCC)c1C	0	36	-1	3	0	22	-12	0	i	-1
COc1ccc(CNC(=O)CN2C(=O)COc3ccc(S(=O)(=O)NC4CCCC4)cc32)cc1	3	19	0	1	4	32	6	-1	i	-1
O=C(Nc1cccc(Cl)c1)Nc1nccs1	16	18	-2	1&6	3	8	59*	13	i	6
CCOP(=O)(OCC)C(Nc1ccccc1)c1ccccc1C(F)(F)F (centres undefined)	3	4	0	3	12	23	-6	-3	i	1
COc1ccc(-c2nc3ccccc3c(=O)n2CCOc2cccc(C)c2C)cc1	0	5	-2	4	-19	18	0	-2	i	11
CC(=O)c1cccc(NC(=O)N2C3CCC2CC(O)(c2cccnc2)C3)c1 (centres undefined)	-9	-25	3	1	1	13	2	2	i	2
COCCn1nnnc1C(c1cccc(OC)c1OC)N1CCN(C2CCCCC2)CC1 (centres undefined)	-6	-4	-1	-4	0	11	5	-1	i	3
COc1ccc(NC(=O)CSc2nccn2Cc2ccc(F)cc2)c(OC)c1	6	-2	3	-1	-2	27	-4	-2	i	-7
Cn1cccc1Cc1nnc(SCC(=O)NC2CCCCC2)n1-c1ccc(F)cc1	2	4	0	-1	8	11	0	-2	i	4
CCC(C)NC(=O)Cn1ccc2cc(S(=O)(=O)N3CCCCCC3)ccc21 (centres undefined)	4	-6	1	-1	9	12	.	-2	i	8
COc1ccc2c(c1)c1ncn(CCN3CCCC3)c(=O)c1n2C	0	43	1	3	-32	22	37	0	i	-1
COc1ccc(C(=O)NCCS(=O)(=O)NCc2ccccc2)cc1	-1	-5	3	.	-3	-4	-6	4	i	-10
CC1(C)Oc2ccc3ccc(=O)oc3c2/C(=C/NNC(N)=O)C1=O	3	18	2	1	1	29	32	4	i	10
O=c1cc(-c2ccccc2Cl)oc2c(NS(=O)(=O)c3cc(Cl)cc(Cl)c3O)ccc(O)c12	-4	-10	1	-5	0	22	.	-1	i	-5
CCc1nc(C#N)c(N2CCCCC2)o1	6	1	-2	-4	-3	12	1	0	i	-6
N#CCC(=O)N/N=C/c1ccc(OCC(=O)Nc2ccc(F)cc2)cc1	1	14	4	-1	8	1	1	-1	i	-3
CN1C(=O)CC(N2CCN(CCN=CC3=C(O)CC(C)(C)CC3=O)CC2)C1=O (centres undefined)	1	-4	-1	6	1	20	-2	-4	i	3
Cc1ccc(N2CCN(/N=C/c3ccccc3)CC2)cc1	-6	30	3	0	0	37	12	2	i	-25
N#Cc1ccc(N=c2ssnc2Cl)cc1	0	-16	2	2	38*	27	9&4	-4&-4	i	7
Cc1ccc(Cn2ccc(NC(=O)c3cc(C4CC4)on3)n2)cc1	-6	9	0	-4	2	17	8	-3	i	-2
Cc1ccc(S(=O)(=O)N(CC(=O)Nc2ccc(Cl)cc2)C(=O)N2CCN(C)CC2)cc1	2	-2	2	.	.	23	-3	.	i	-2
CS(=O)(=O)N(CCC#N)Cc1ccc(/C=C2\C(=O)Nc3ccccc32)o1	-21	-23	-7	-2	14	8	18	4	i	-5
CCCCN(CCCC)S(=O)(=O)c1ccc(SCC(=O)OCC)c([N+](=O)[O-])c1	7	21	-1	-4	1	0	6	-7	i	-1
Cc1ccc(OCCc2csc(N)n2)cc1	.	.	4	-2	8	-1	-6	2	.	.
NS(=O)(=O)c1ccc(N=Cc2c(O)c3ccccc3oc2=O)cc1	1	4	4	1	2	19	-2	-2	i	-2
Cc1cc(-c2ccccc2)nc(Oc2cccc(C(F)(F)F)c2)c1S(C)(=O)=O	9	35	-10	1	-1	20	3	-2	i	-1
CCn1nc(C)c(CN2CCC(n3nccc3NC(=O)c3ccc4c(c3)OCO4)CC2)c1C	-2	22	0	3	-8	10	-9	0	i	4
O=C(/C=C/c1cccc(F)c1)N1CCN(c2ncccn2)CC1	4	3	2	-2	-3	19	-2	-1	i	0
Cc1nn(-c2ccccc2)nc1C(=O)NNC(=O)c1cccc2ccccc12	1	-3	-1	1	-3	12	6	1	i	17
CC(C)(C)n1nc2c(c1NC(=O)Cc1ccc(Cl)cc1)CS(=O)(=O)C2	-1	-12	0	0	-3	0	-4	-1	i	-5
Cc1ccc2c(NC(=O)C3CC3)c(C)ccc2n1	.	.	3	4	.	12	.	.	.	.
C#Cc1ccc([C@@H]2C=C(C(=O)OCC=C)O[C@H](OCC)[C@H]2CCCO)cc1	-6	-10	0	4	7	2	-2	-3	i	6
